Screening results deposited in PubChem by National Center for Advancing Translational Sciences (NCATS).
TGFb SMAD3 inh – blocks TGF-b signaling. HepG2 CAGA-GFP TGF-b/SMAD3 reporter, GFP fluorescence, 18 h; TGF-beta stimulated, 500 pg/mL final. AID 588855. actives 1.2% (n = 410,000). Potency, µM (highest dose often 46.1 µM), for the others: at the top dose activity, negative = inhibition, usual class: inhibitors; further: potency means the concentration at half of the fitted maximal effect; on the % scale 0 is the no-effect control and ±100 the full control effect; nearly all actives have a fitted effect of over 65% in size
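TGF-beta reporter screen: HEPG2 CAGA-GFP, 1% FBS, 500 pg/mL TGF-beta final, 18 h; per-cell GFP summed per well; curves fitted and categorized by class.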
Mm-Cpn inhibitor – inhibitors of Methanococcus maripaludis chaperonin (MmCpn); purified Mm-Cpn ATPase, ADP Transcreener TR-FRET; Potency, µM (series often up to 76.9 µM), for inactives: at the top dose activity, negative = inhibition, actives largely listed as inhibitors; actives 0.031% (n = 330,000); further: potency means the concentration at half of the fitted maximal effect; on the % scale 0 is the no-effect control and ±100 the full control effect; nearly all actives have a fitted effect of over 80% in size
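ATPase turnover read by TR-FRET ADP competition (Eu cryptate antibody/ADP-d2, 665/590 nm): 10uM ATP final, 25nM Mm-CPN final, 30 min 37degC after 10-min compound preincubation, pH 7.4 Tris/KCl/MgCl2/DTT buffer.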
Nrf2 ARE act – Nrf2 pathway activation; AREc32 ARE-luciferase reporter (MCF7-derived line), luminescence, 24 h; Potency, µM (series often up to 46.1 µM), for inactives: top-dose activation, hits mostly activators; AID 624171; actives 0.31% (n = 410,000); further: potency means the concentration at half of the fitted maximal effect; % of control where 0% means no effect; nearly all actives have a fitted effect of over 65% in size
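AREc32 cells carrying an ARE-driven firefly luciferase reporter were seeded at 1000 cells/well in OPTI-MEM with 5% FBS, then exposed to compound for 24 hr at 37 deg C. Luminescence was read with Steady-Glo after 30 min at RT.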
EPAC2 antag – EPAC2 (human) antagonism. Q8WZA2. EPAC2 GEF exchange of Rap1B-BODIPY-GDP, fluorescence. Potency, µM (highest dose often 114 µM), without a hit: at the highest dose activity, negative = inhibition, usual class: inhibitors. actives 0.18% (n = 360,000); further: potency means the concentration at half of the fitted maximal effect; on the % scale 0 is the no-effect control and ±100 the full control effect; nearly all actives have a fitted effect of over 45% in size; many of its hits are not listed in these tables
Target sequence (Q8WZA2 whole entry, looked up): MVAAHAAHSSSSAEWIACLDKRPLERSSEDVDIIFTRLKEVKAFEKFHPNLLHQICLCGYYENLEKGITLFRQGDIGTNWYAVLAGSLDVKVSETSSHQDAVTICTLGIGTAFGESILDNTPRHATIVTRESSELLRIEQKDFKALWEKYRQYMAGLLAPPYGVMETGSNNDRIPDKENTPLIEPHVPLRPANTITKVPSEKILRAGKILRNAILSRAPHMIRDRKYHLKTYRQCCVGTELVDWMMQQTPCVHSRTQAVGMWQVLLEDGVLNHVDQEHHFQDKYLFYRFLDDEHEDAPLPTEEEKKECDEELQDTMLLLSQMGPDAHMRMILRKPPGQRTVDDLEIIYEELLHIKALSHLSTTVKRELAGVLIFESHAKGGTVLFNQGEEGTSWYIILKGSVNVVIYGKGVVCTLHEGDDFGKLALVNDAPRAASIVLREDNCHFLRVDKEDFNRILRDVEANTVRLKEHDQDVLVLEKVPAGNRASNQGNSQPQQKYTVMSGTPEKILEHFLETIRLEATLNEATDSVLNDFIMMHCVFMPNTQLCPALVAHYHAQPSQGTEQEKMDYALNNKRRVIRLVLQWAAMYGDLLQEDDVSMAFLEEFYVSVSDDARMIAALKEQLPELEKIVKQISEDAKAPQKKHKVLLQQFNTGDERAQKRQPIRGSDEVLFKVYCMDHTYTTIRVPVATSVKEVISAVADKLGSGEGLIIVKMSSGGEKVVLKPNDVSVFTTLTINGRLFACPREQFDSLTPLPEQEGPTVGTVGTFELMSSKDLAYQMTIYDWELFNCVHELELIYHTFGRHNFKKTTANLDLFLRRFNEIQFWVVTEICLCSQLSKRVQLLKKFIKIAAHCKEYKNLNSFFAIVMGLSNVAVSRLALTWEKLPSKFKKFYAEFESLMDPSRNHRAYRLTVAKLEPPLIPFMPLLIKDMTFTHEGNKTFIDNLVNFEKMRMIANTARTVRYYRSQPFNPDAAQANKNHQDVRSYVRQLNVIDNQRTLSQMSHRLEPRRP
pAkt inh – Akt phosphorylation inhibition; Neuro2A IGF-stimulated pAkt S473 HTRF, 20 min; stronger effect = lower value; actives 0.32% (n = 360,000); activity change, % for hits at 50 µM; in the data active means activity change below about -80%; inconclusive means mostly about -51% to -80%; further: on the % scale 0 is the no-effect control and ±100 the full control effect
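Neuro2A cells (4,500/well, DMEM with 0.5% FBS) were treated with compound at a single 50 µM final concentration, stimulated with 6 nM IGF for 20 min at 37 °C, and lysed. Phospho-Akt Ser473 was read by HTRF as 665/615 ratio ×10^4.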
CCT modulator – modulators of cytosolic chaperonin (CCT/TRiC) activity; actives 0.3% (n = 360,000); purified chaperonin ATPase assay, HTRF ADP detection, 30 min; AID 651819; activity change, % (concentration not given with the values), hits read low; in the data active means activity change below about -30%; further: on the % scale 0 is the no-effect control and ±100 the full control effect
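Nucleotide hydrolysis assay: TRiC at 20–40 nM final (set by batch activity) with 10 uM ATP, 30 min at 37 °C, in presence of 76 uM compound. Detection by competitive ADP HTRF, 30 min ambient.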
EPAC2 agonist – EPAC2 (human) agonism. EPAC2 activation, biochemical qHTS; response scale: 100% = 6.5 mM cAMP response. Potency, µM (highest dose often 154 µM), for the others: at the top dose activation, hits mostly activators. actives 0.079% (n = 360,000). AID 720711; further: potency means the concentration at half of the fitted maximal effect; nearly all actives have a fitted effect of over 50% in size
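Compounds were titrated in qHTS against a Rap1B-BODIPY-GDP (250 nM) complex with EPAC2 (100 nM) and GDP (50 uM). BODIPY-GDP release tracked at 480/540 nm over 30 min at room temperature, normalized to 6.5 mM cAMP.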
A549 tox – counter-screen for Nrf2 inhibitors: cytotoxicity in A549 cells; A549 ARE-Fluc cells, CellTiter-Fluor viability, 18-24 h; AID 504648; Potency, µM (top dose mostly 46 µM), for the others: at the top dose activity change, negative = cytotoxicity, usual class: inhibitors; actives 0.16% (n = 390,000); further: potency means the concentration at half of the fitted maximal effect; on the % scale 0 is the no-effect control and ±100 the full control effect
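Cytotoxicity counterscreen: CellTiter-Fluor fluorescence was measured in A549 ARE_Fluc cells after 18-24 h of compound exposure in a concentration series. The subsequent BugLite luminescent read reports ARE-luciferase activity.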
Nrf2 inh – Nrf2 pathway inhibition | AID 504444 | actives 2.1% (n = 360,000) | Potency, µM (doses to about 46 µM), for inactives: top-dose activity change, negative = inhibition, actives largely listed as inhibitors | A549 ARE-Fluc reporter, luciferase luminescence, 18-24 h; further: potency means the concentration at half of the fitted maximal effect; on the % scale 0 is the no-effect control and ±100 the full control effect; nearly all actives have a fitted effect of over 60% in size
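Reporter: ARE-Fluc in A549. Exposure: 18-24 h, 37 °C, 5% CO2, 5% FBS OPTI-MEM. Readouts: fluorescent cytotoxicity (CellTiter-Fluor), then luminescent Nrf2 signal after BugLite.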
Active calls of the source: *; i = inactive; ? = inconclusive; · = no result given; & = joins results of further samples; [ ] = another dose, or the depositor's remark. Unless noted, the call rests on the fitted dose curve; in most records, active means well fitted curve in the direction sought with a large enough effect; inconclusive means small, poorly fitted or top-dose-only effect, or another doubt; inactive means no such curve, though single readings can be large; an effect the other way counts as inactive or inconclusive.

SMILES	TGFb SMAD3 inh	Mm-Cpn inhibitor	Nrf2 ARE act	EPAC2 antag	pAkt inh	CCT modulator	EPAC2 agonist	A549 tox	Nrf2 inh
COc1ccc(/C=N/NC(=O)c2ccccc2OC)cc1COc1ccccc1[N+](=O)[O-]	-22%	0%	21%	-10%	i	-3.5	14%	-2%	?
COc1ccc(CCN(CC(=O)NC(C)(C)C)C(=O)Cn2nnc(-c3ccc(C)o3)n2)cc1OC	3%	0%	-0.1%	1%	i	-0.7	-3%	-2%	6%
NNC(=O)c1cc(-c2ccccc2)sc1N	6%	-1%	7.2%	1%	i	-0.5	6%	5%	7%
Cc1cccc(C(C)C)c1NC(=O)COC(=O)c1cc2ccccc2oc1=O	7%	-3%	3.3%	-3%	i	-3.5	7%	0%	-1%
C=CCn1c(SCC(=O)c2ccc(O)c(O)c2)nnc1-c1ccccc1OC	-4%	-2%	3.9%	7%	i	-2.2	-11%	-12%	-19%
CN(CCc1ccccn1)C(=O)CCC1CCCN(C(=O)CCOc2ccccc2)C1 (stereo not given)	-4%	-6%	0.6%	-4%	i	-1.2	7%	2%	?
COc1ccc(C(=O)OCC#CCSc2nnc(-c3cccc4ccccc34)o2)cc1	-3%	-1%&2%	0.3%	7%	·	·	7%	-7%	-1%
COc1ccc(OC)c(-c2nc3ccccc3nc2-c2ccccc2)c1	?	-2%	-0.2%	?	i	-0.3	15%	-12%	1%
COc1cccc(CNc2ccc(S(=O)(=O)Nc3nccs3)cc2)c1O	?	-2%	0.4%	?	i	-1.9	8%	-20%	5%
CN(c1ccccc1)S(=O)(=O)c1cccc(NC(=O)CSc2nncs2)c1	?	-4%	2.8%	-4%	i	0.1	6%	-8%	21µM*

Pulled by structure from the entries so far, 2 records:
SMILES	TGFb SMAD3 inh	Mm-Cpn inhibitor	Nrf2 ARE act	EPAC2 antag	pAkt inh	CCT modulator	EPAC2 agonist	A549 tox	Nrf2 inh
COc1ccc(OC)c(-c2nc3ccccc3nc2-c2ccccc2)c1	?	-2%	-0.2%	?	i	-0.3	15%	-12%	1%
COc1cccc(CNc2ccc(S(=O)(=O)Nc3nccs3)cc2)c1O	?	-2%	0.4%	?	i	-1.9	8%	-20%	5%

(further entries)
SMILES	TGFb SMAD3 inh	Mm-Cpn inhibitor	Nrf2 ARE act	EPAC2 antag	pAkt inh	CCT modulator	EPAC2 agonist	A549 tox	Nrf2 inh
CC(C)CN(CC(C)C)S(=O)(=O)N1CCC(C(=O)NCc2cccnc2)CC1	0%	1%	0.1%	6%	i	0.3	-9%	1%	-15%
COCCCN(C(=O)Nc1ccc(C)c(C)c1)C(C)c1ccccn1 (stereo not given)	5%	-1%	-0.7%	7%	i	-3.3	8%	-3%	-2%
CCOc1ccc(Nc2c(S(=O)(=O)c3ccc(C)cc3)cnc3cc(OC)c(OC)cc23)cc1	-34%	·	12%	·	·	·	·	-16%	?
O=C1CCC(CCC(=O)N2CCCC(C(=O)c3ccc(Cl)cc3)C2)=NN1 (stereo not given)	-5%	1%	0.3%	19%	i	2.6	4%	8%	24%
Nc1nc(O)c(Sc2ccccc2[N+](=O)[O-])c(=O)[nH]1	14%	-1%	3.1%	12%	i	0.3	4%	?	-20%
Cc1cnc(C(=O)Nc2cccc3ncccc23)cn1	11%	0%	3.4%	-1%	i	-0.3	0%	-4%	-3%
Brc1ccc(-c2csc3[n+]2CCCCC3)cc1	8%	2%	2.3%	0%	i	1.6	12%	-9%	16µM*
O=C(c1ccc(N2CCCC2=O)cc1)N1CCN(c2ccc(C(F)(F)F)cc2[N+](=O)[O-])CC1	-15%	·	-0.4%	-11%	i	-1.1	15%	·	·
COC(=O)[C@@]1(Cc2ccc(F)cc2)[C@H]2c3cc(C(=O)N(C)C)n(Cc4cc(F)cc5c4OCOC5)c3C[C@H]2CN1C(=O)c1ccccc1	·	·	4.7%	3%	i	1.9	8%	·	·
Cc1ccc(Cl)cc1N1CCN(S(=O)(=O)c2ccc3[nH]c4c(c3c2)CCCC4)CC1	10µM*	·	0.4%	·	·	·	·	8%	8%
COc1cc(-c2noc(C)c2C(=O)NCC[C@@H]2CCCN2C)cc(OC)c1OC	-19%	-4%	2.2%	10%	i	1.4	7%	8%	18%
COc1cccc(/C=C/C(=O)OCC(=O)Nc2cc(C(F)(F)F)ccc2Cl)c1	?	-4%	0.4%	-13%	i	-0.4	-8%	-17%	?
O=C1CCCCC(=O)[C@H](O)C[C@H](COCc2ccccc2)O1	·	·	-0.6%	5%	i	1.4	1%	·	·
CCOC(=O)c1ccc(Oc2nc(OC)nc(N(C)C)n2)cc1	0%	1%	-0.2%	6%	i	0.3	-11%	-2%	-8%
CC1(C(=O)O)CCC(C(=O)Nc2ccc(F)cc2)C1(C)C (stereo not given)	-1%	1%	-0.7%	2%	i	-2.5	-1%	-5%	8%
O=C(O)COc1ccccc1/C=N/NC(=O)CSc1nc2ccccc2s1	9%	1%	2.8%	-13%	i	-1.5	3%	0%	7%
O=C(c1ccccc1)n1c2ccccc2c(=O)n1-c1ccccc1CCl	-23%	·	6.4%	-10%	i	-2.6	17%	·	·
COc1ccc(C(=O)NCCc2nnc3ccc(SCC(=O)NCCc4ccc(OC)c(OC)c4)nn23)cc1	-6%	-1%	-0.3%	0%	i	2.1	5%	3%	9%
Cc1ccccc1C1=C/C(=C(\SS/C(C(=O)c2ccc(OCC(=O)O)c(Cl)c2Cl)=C2\C=C(c3ccccc3C)SS2)C(=O)c2ccc(OCC(=O)O)c(Cl)c2Cl)SS1	-14%	·	0.1%	71µM*	i	-1.0	-1%	?	?
Cn1c(CNC(=O)c2ccccc2)nnc1SCC(=O)Nc1nccs1	-2%	0%	0.3%	-2%	i	-0.2	-2%	-1%	19%
CC(C#N)(CCc1ccccn1)CCc1ccccn1	4%	·	-1.2%	2%	i	-0.5	3%	4%	-6%
COc1ccccc1NC(=O)CSc1nc(SC)ns1	15%	-2%	7.7%	-1%	i	2.4	-7%	2%	?
CCOc1cccc(/C=N/NC(=O)c2cc(-c3cccn3C)n[nH]2)c1O	-1%	0%	-0.4%	-2%	i	0.5	-11%	?	16%
Cc1ccccc1CS(=O)(=O)CC1(O)CCN(C(=O)c2cccc(C(F)(F)F)c2)CC1	-10%	1%	0.1%	0%	i	-4.5	-8%	-3%	-29%
CCOc1ccc(CN2C(=O)c3ccccc3C2=O)cc1C(=O)NC1CC(C)(C)NC(C)(C)C1	6%	2%	-0.1%	0%	i	1.5	1%	-1%	3%
O=C(COc1ccccc1)Nc1ccccc1Oc1ccccc1	-9%	1%	-0.6%[9.22 µM]	-13%	i	-0.5	10%	22%	?
Cc1ccsc1/C=N/n1c(-c2ccncc2)n[nH]c1=S	9%	-1%	0.8%	14%	i	2.6	6%	5%	-17%
CC(C)NC(=O)C1(C)CCCN1Cc1ccccc1 (stereo not given)	7%	·	-0.2%	-2%	i	0.1	3%	·	·
C=CCn1c(SCc2ccccc2)nc2scc(-c3ccc(C)o3)c2c1=O	-4%	2%	0.4%	-1%	i	-1.8	5%	-10%	7%
COc1ccc(-n2c(O)c(C=NCc3ccccn3)c3ccccc3c2=O)c(OC)c1	-12%	0%	-0.5%	-12%	i	-0.2	9%	-15%	?

Of the compounds above, these have two or more sulfur atoms.
SMILES	TGFb SMAD3 inh	Mm-Cpn inhibitor	Nrf2 ARE act	EPAC2 antag	pAkt inh	CCT modulator	EPAC2 agonist	A549 tox	Nrf2 inh
COc1cccc(CNc2ccc(S(=O)(=O)Nc3nccs3)cc2)c1O	?	-2%	0.4%	?	i	-1.9	8%	-20%	5%
CN(c1ccccc1)S(=O)(=O)c1cccc(NC(=O)CSc2nncs2)c1	?	-4%	2.8%	-4%	i	0.1	6%	-8%	21µM*
O=C(O)COc1ccccc1/C=N/NC(=O)CSc1nc2ccccc2s1	9%	1%	2.8%	-13%	i	-1.5	3%	0%	7%
Cc1ccccc1C1=C/C(=C(\SS/C(C(=O)c2ccc(OCC(=O)O)c(Cl)c2Cl)=C2\C=C(c3ccccc3C)SS2)C(=O)c2ccc(OCC(=O)O)c(Cl)c2Cl)SS1	-14%	·	0.1%	71µM*	i	-1.0	-1%	?	?
Cn1c(CNC(=O)c2ccccc2)nnc1SCC(=O)Nc1nccs1	-2%	0%	0.3%	-2%	i	-0.2	-2%	-1%	19%
COc1ccccc1NC(=O)CSc1nc(SC)ns1	15%	-2%	7.7%	-1%	i	2.4	-7%	2%	?
Cc1ccsc1/C=N/n1c(-c2ccncc2)n[nH]c1=S	9%	-1%	0.8%	14%	i	2.6	6%	5%	-17%
C=CCn1c(SCc2ccccc2)nc2scc(-c3ccc(C)o3)c2c1=O	-4%	2%	0.4%	-1%	i	-1.8	5%	-10%	7%

Some of the compounds tested, so the mix of outcomes need not match the whole.
